Compound activity: PubChem BioAssay, several laboratories
Autophagy HCS = autophagy modulators in MEF cells, primary screen, imaging, high-content, MEF GFP-LC3; calls only at 10 µM (by protocol); hit rate 0.98% among 190,000; MEF GFP-LC3 puncta imaging; test concentration mostly 10 µM;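 active means percentage of spot-positive cells more than 3 SD above its plate mean, without a fluorescence outlier flag or 80% toxicity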;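 further: spot-positive cell cutoff set from DMSO-treated cells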
Yfh1-depleted yeast = enhancers of respiration in Yfh1-depleted yeast, dose response, Friedreich's ataxia, plus single-dose screen (AID 1465). S. cerevisiae Yfh1-off respiration, WST-1 reduction, 72 h; higher fold induction means a stronger effect. fold induction at 50 µM; hits with a dose series show EC50 in µM. hit rate 0.074% among 220,000;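 active means fold induction of absorbance versus untreated yeast above a set limit, then at least 30% activation at any dose in follow-up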;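 further: activators that raise dye reduction in frataxin-depleted yeast; strong numbers were not always called active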
T cell modulator = modulators of CD8 T cell-vesicle binding, primary screen, mouse 2C CD8+ T cells, flow cytometry; calls only at 7 µM; 2C CD8+ T cell-vesicle binding; stronger effect = lower value; AID 2052, 2009; hit rate 0.068% among 330,000;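 active means response, share of CD8 T cells binding vesicles, and their 90th percentile fluorescence all below set limits, cut at about 80% in these data, passing the limit was not always enough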
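Benchmarks: naked versus QL9-loaded vesicles / Assay system: purified 2C TCR transgenic mouse naive CD8+ T cells / Technique: high-throughput flow cytometry with anti-B7-1 and anti-CD8 staining / Timing: Cell–vesicle co-incubation 1.5 h at 37 °C, staining 20 min on ice / Read-out: percent CD8+ FL2 mean versus row control / Probe or stimulus: QL9-loaded Drosophila micro-vesicles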
bCat nuc transl = modulators of beta-catenin nuclear translocation, primary screen, imaging, HeLa cells, immunofluorescence, high-content; AID 1665, 2009; hit rate 0.3% among 190,000; nuclear translocation activity, % at 5 µM;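 active means nuclear translocation activity above 50% at 5 µM, with a well cell count of 50 or more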;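 further: per-cell ratio of nuclear to cytoplasmic median beta-catenin stain intensity; plate controls were DMSO negative control for no effect and GSK-3 inhibitor IX positive control for full effect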
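Signal – beta-catenin immunofluorescence imaging with DAPI · Test system – human HeLa cell line · Dosing – 5 µM primary single dose, 0.1% DMSO, 0.02–20 µM confirmation series · Measure – % activation, nuclear-to-cytoplasmic median beta-catenin signal ratio per cell · Incubation – 24 h compound exposure at 37°C, 5% CO2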
P. falciparum M17LAP = P. falciparum M17LAP inhibitors, primary screen, biochemical, fluorogenic H-Leu-NHMec substrate, 1536-well (AID 1619). Leucine aminopeptidase (Plasmodium falciparum (isolate 3D7)). recombinant M17LAP, H-Leu-NHMec fluorogenic kinetic assay; higher % means a stronger effect. inhibition, % at 30 µM; hits with a dose series show IC50 in µM. hit rate 0.38% among 220,000;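 active means compound inhibiting the enzyme by more than half at any dose during confirmatory dose-response retesting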;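 further: plate controls were full reaction with DMSO carrier for no effect and no enzyme background for full effect; strong numbers were not always called active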
Dynein transport = inhibitors of GR-EGFP nuclear translocation, primary screen, dynein cargo transport inhibitor project, imaging, high-content, 3617.4 mouse cells; test concentration mostly 20 µM; stimulated with dexamethasone, 1 µM; stronger effect = lower value; z-score, hits read low; hit rate 0.47% among 220,000;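 active means plate z-score of nuclear minus cytoplasmic receptor signal below a set negative limit, without overly bright fluorescence or cell loss, cut at about -3.5 in these data, passing the limit was not always enough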;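 further: z-score of nuclear minus cytoplasmic ring GR-EGFP intensity difference per well; some compounds called inactive have numbers as strong as hits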
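Buffer or medium: tet-free medium with charcoal-stripped serum / Also added: dexamethasone agonist, 1.0 µM final, for 30 min / Timing: induction 48 h, compound 1 h, agonist 30 min / Measured by: high-content fluorescence imaging after fixation / Read-out: nuclear-to-cytoplasmic GR-EGFP distribution per well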
MT stabilize HCS = microtubule stabilizers in HeLa cells, primary screen, imaging, high-content imaging. hit rate 0.83% among 200,000. HeLa tubulin immunostaining HCS, 24 h; share of cells brighter than vehicle mean+2SD. % tubulin-high responders, % at 10 µM;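 active means plate Z-score above 3 for both tubulin-high and condensed-nucleus cell shares, with cell loss under 80%, at 10 µM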;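 further: anti alpha tubulin signal scored within the nucleus-defined area of each cell; some results filed as inactive read as strong as hits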
P. falciparum M1AAP = P. falciparum M1AAP inhibitors, biochemical, fluorogenic H-Leu-NHMec substrate, 1536-well (AID 1445) | Aminopeptidase N (Plasmodium falciparum (isolate 3D7)) | recombinant M1AAP, H-Leu-NHMec fluorogenic kinetic assay; higher % means a stronger effect | inhibition, % at 30 µM; hits with a dose series show IC50 in µM | hit rate 0.42% among 220,000;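 active means primary inhibition above the hit cutoff, then over 50% inhibition at one or more dose response concentrations, cut at about 23% in these data, passing the limit was not always enough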;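 further: plate controls were DMSO full reaction for no effect and no enzyme background for full effect; strong numbers were not always called active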
WT yeast gro inh = growth inhibition of WT strain, primary screen, mitochondrial fusion inhibitor project, WT and mutant strains, chemical genetic; inhibition, % at 10 µM; mitochondrial fusion phenotypic screen; AID 1362, 2008; hit rate 2.1% among 190,000; in the data active means inhibition above about 58%; tested in S. cerevisiae
WT yeast gro inh mutant strain = second read-out of WT yeast gro inh, no call of its own (marks repeat the call); inhibition, %; mitochondrial fusion phenotypic screen, mutant strain inhibition
Dynein transport cytoplasmic EGFP = recorded beside Dynein transport, whose call it bears; z-score; measured here: cytoplasmic GR-EGFP intensity; stronger effect = higher value
Dynein transport nuclear GR-EGFP = second read-out of Dynein transport, no call of its own (marks repeat the call); z-score; measured here: nuclear GR-EGFP intensity;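 lower value marks the stronger effect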
Dynein transport cell count = second read-out of Dynein transport, no call of its own (marks repeat the call); z-score; measured here: cell count per field
bCat nuc transl cell count 5 µM = recorded beside bCat nuc transl, whose call it bears; cell count; measured here: cell count, cytotoxicity flag
T cell modulator vesicle-bound % = also measured in T cell modulator; calls as there; double positive events, %; measured here: CD8+ vesicle-bound cell fraction;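 binding gate set so that unloaded-vesicle control wells show 10% double positive cells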
MT stabilize HCS Hoechst-high % = second read-out of MT stabilize HCS, no call of its own (marks repeat the call); % Hoechst-high responders; measured here: nuclear condensation Hoechst responders;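 share of cells brighter than vehicle mean plus two SD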
MT stabilize HCS cytotoxicity % = also measured in MT stabilize HCS; calls as there; toxicity, %; measured here: cytotoxicity by cell density;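 0% = mean cell density of plate MIN control wells and 100% = no cells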
Autophagy HCS cell loss 18 h = further read-out of Autophagy HCS, marked with its call; toxicity, %; measured here: cell loss, nuclei count;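 cell loss after 18 h compound exposure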
The depositor's hits bear a star; i = inactive; / = not tested or not shown.

SMILES	Autophagy HCS	Autophagy HCS cell loss 18 h	Yfh1-depleted yeast	T cell modulator	T cell modulator vesicle-bound %	bCat nuc transl	bCat nuc transl cell count 5 µM	P. falciparum M17LAP	Dynein transport	Dynein transport cytoplasmic EGFP	Dynein transport nuclear GR-EGFP	Dynein transport cell count	MT stabilize HCS	MT stabilize HCS Hoechst-high %	MT stabilize HCS cytotoxicity %	P. falciparum M1AAP	WT yeast gro inh	WT yeast gro inh mutant strain
CC/C(=N/NC(=O)c1ccc(Br)o1)c1ccc(Cl)cc1	i	-13	i	i	42	-1.5	583	17%	-0.084	-0.14	-0.42	-1.2	1.2	1.6	8.2	-2%	-1	-2
Cc1ccc(-c2ccc(CCC(=O)O)n2-c2ccc(O)cc2)cc1	i	-4	/	i	26	-3.2	1383	11%	0.36	-0.13	-0.71	-0.77	2.0	1.2	2.8	14%	7	8
COc1cc(C(=O)NC2=C(C#N)CCC2)cc(OC)c1OC	i	8	i	i	56	0.0	1518	-3%	-0.69	-0.33	0.25	0.2	4.3	1.4	7.0	-3%	7	18
O=C(c1ccc(COc2ccccc2Br)cc1)N1CCCCCC1	i	7	i	i	56	0.8	1562	5%	-0.64	-0.19	-0.18	0.67	2.3	1.5	5.4	9%	49	24
O=C(c1cccc(C(=O)N2CCN(c3ccc(F)cc3)CC2)c1)N1CCN(c2ccc(F)cc2)CC1	i	-26	i	i	37	1.1	1131	-3%	0.1	-0.14	0.37	-0.56	2.1	1.5	3.8	5%	31	13
CC1CCc2c(sc(/N=C/N(C)C)c2C#N)C1 (stereo unspecified)	i	-8	i	i	42	-1.5	1071	17%	0.11	-0.36	-0.55	0.85	2.6	1.2	3.4	9%	21	-8
O=C(NCc1ccc2c(c1)OCO2)NC12CC3CC(CC(C3)C1)C2	i	3	i	i	63	4.0	1019	4%	-1.1	-0.19	-0.55	0.56	1.6	3.0	6.4	5%	8	-9
CCNC(=S)N(CCc1ccc(S(N)(=O)=O)cc1)C1CC(=O)N(c2ccccc2)C1=O (stereo unspecified)	i	-3	i	i	30	-1.1	1102	-2%	-0.13	-0.21	-0.01	0.53	1.5	1.0	3.7	3%	-7	3
COC(=O)C1=C(Cn2cnc3ccccc32)NC(=O)NC1c1cc(C)ccc1C (stereo unspecified)	i	4	i	i	60	/	/	-4%	-0.2	-0.26	0.51	0.032	3.2	1.9	4.2	-3%	-13	-1
COc1ccc(CCn2c(C)cc(C(=O)CSc3nc(N)cc(=O)[nH]3)c2C)cc1	i	12	i	i	14	-2.6	1351	18%	-0.68	-0.016	0.35	1	1.9	1.4	5.9	4%	-4	6
Cc1ccc(Cl)cc1N1CCN(C(=O)c2ccc(CN3CCOCC3)cc2)CC1	i	-5	i	i	67	6.6	1091	-8%	0.82	-0.27	0.41	0.5	5.6	3.8	0.1	11%	36	-10
COC(=O)C1=C(C)Nc2nc3ccccc3n2C1c1ccccc1F (stereo unspecified)	/	/	i	i	22	0.8	1382	-2%	-0.92	0.23	-0.44	1.6	/	/	/	5%	/	/
CC1Cc2ccccc2N1C(=O)CSc1nnc(Cn2nnc3ccccc32)n1C (stereo unspecified)	i	1	i	i	6	-3.3	882	1%	0.0056	-0.25	0.17	-0.18	5.2	2.6	8.6	8%	-2	-15
CSc1ccccc1C(=O)NCc1ccc2c(c1)OCO2	i	-7	i	i	10	1.1	972	-2%	-0.67	-0.27	-0.61	-0.032	3.0	1.3	6.9	8%	-1	6
COc1ccc2c(c1)C(C1C(=O)CCCC1=O)c1ccccc1O2 (stereo unspecified)	i	-3	i	i	48	-0.5	1276	15%	0.35	-0.19	-0.22	-0.5	1.1	1.9	7.6	2%	31	-9
CCOC(=O)n1c(=O)n(Cc2ccc(Cl)c(Cl)c2)c2ccccc21	i	2	i	i	17	-1.4	1062	6%	0.11	-0.22	-0.46	0.46	1.7	1.8	0.6	2%	15	20
O=C(c1cnc2n(c1=O)CCS2)N1CCc2ccccc21	i	-18	i	i	11	4.3	961	6%	3.1	-0.068	2	-1.3	2.2	2.2	8.6	4%	15	0
CCOC(=O)C1=C(C)N(CC)C(=S)NC1c1ccccc1OC(F)F (stereo unspecified)	i	24	i	i	30	2.5	948	5%	-0.22	0.76	0.19	0.22	1.7	0.7	2.2	3%	9	16
COc1ccc(CCNC(=O)c2ccc(N3CCCC3=O)cc2)cc1	i	-27	/	i	45	-6.1	1178	-11%	1.4	-0.13	1.3	0.24	2.2	1.1	8.6	-7%	7	3
OC(c1ccccc1)c1nccc2ccccc12 (stereo unspecified)	i	19	i	i	50	0.5	1062	3%	-0.97	-0.28	-0.44	0.6	2.6	2.1	5.5	2%	-13	-2
CC(C)c1ccccc1NC(=O)c1cnccn1	i	-5	i	i	8	-1.1	1127	2%	1.6	0.068	0.76	-1.2	2.9	1.1	5.2	-3%	8	-8
Cc1ccc(S(=O)(=O)Nc2ccccn2)cc1[N+](=O)[O-]	i	7	i	i	51	-3.0	1109	1%	0.46	-0.36	0.3	0.2	8.2	2.1	13	3%	1	5
CC(C)Cc1ccc(C(C)C(=O)Nc2nccs2)cc1 (stereo unspecified)	i	-9	i	/	/	-3.0	1148	7%	1.6	-0.23	0.84	-0.16	1.5	1.2	4.5	-2%	14	25
O=C(O)CC(CC(=O)Nc1ccc(-n2ccc(C(F)(F)F)n2)cc1)c1ccccc1 (stereo unspecified)	/	/	i	i	37	-0.2	1306	2%	0.1	-0.23	0.62	0.16	/	/	/	5%	/	/
COC(=O)c1ccccc1NS(=O)(=O)c1ccc(NC(C)=O)cc1	i	4	i	i	5	-0.2	1551	7%	-0.3	-0.32	0.037	0.12	1.4	1.6	1.5	4%	-10	-4
CC(/C=C/c1ccco1)=N\NC(=O)c1cc(Cl)ccc1O	i	11	i	i	57	-0.9	1025	-9%	0.34	-0.22	-0.19	0.4	4.8	1.8	4.2	19%	3	-20
CCN(CC)CCNC1=NCCn2c1cc1cc(OC)ccc12	i	-2	i	i	21	/	/	12%	-0.57	-0.3	-0.2	1.2	1.6	1.2	4.8	-3%	0	-36
N/N=C(\c1ccccc1)C12CN3CN(CN(C3)C1)C2	i	10	i	i	50	-0.7	945	3%	0.54	-0.22	0.74	-0.42	1.6	2.4	1.2	-7%	-9	2
Cc1ccc(S(=O)(=O)C(NC(=O)c2ccccc2)=C(Cl)Cl)cc1	i	-21	i	i	28	/	/	/	-0.77	-0.11	0.025	0.89	3.4	2.0	7.2	/	/	/
COc1ccc(S(=O)(=O)N(C)CC(=O)Nc2ccc3c(c2)OCO3)cc1	i	0	i	i	18	-2.8	1204	-8%	-0.31	-0.1	-0.019	0.59	1.7	1.5	11	9%	4	-2
CC12CCC(C/C1=N/O)C2(C)CBr (stereo unspecified)	/	/	i	i	34	1.7	1250	-4%	-0.15	-0.16	0.25	-0.024	/	/	/	6%	/	/
CCCCn1c(NC(C)=O)c(C#N)c2nc3ccccc3nc21	i	-7	i	i	57	0.2	1458	-139%	-0.28	-0.23	-0.014	0.63	2.2	2.0	5.8	12%	21	6
Cc1ccc(/C=N\NC(=O)c2cc(OCC(F)(F)F)ccc2OCC(F)(F)F)cc1	i	4	i	i	23	/	/	8%	/	/	/	/	1.7	2.0	3.3	0%	8	-9

In the list so far, these contain a COOH group:
SMILES	Autophagy HCS	Autophagy HCS cell loss 18 h	Yfh1-depleted yeast	T cell modulator	T cell modulator vesicle-bound %	bCat nuc transl	bCat nuc transl cell count 5 µM	P. falciparum M17LAP	Dynein transport	Dynein transport cytoplasmic EGFP	Dynein transport nuclear GR-EGFP	Dynein transport cell count	MT stabilize HCS	MT stabilize HCS Hoechst-high %	MT stabilize HCS cytotoxicity %	P. falciparum M1AAP	WT yeast gro inh	WT yeast gro inh mutant strain
Cc1ccc(-c2ccc(CCC(=O)O)n2-c2ccc(O)cc2)cc1	i	-4	/	i	26	-3.2	1383	11%	0.36	-0.13	-0.71	-0.77	2.0	1.2	2.8	14%	7	8
O=C(O)CC(CC(=O)Nc1ccc(-n2ccc(C(F)(F)F)n2)cc1)c1ccccc1 (stereo unspecified)	/	/	i	i	37	-0.2	1306	2%	0.1	-0.23	0.62	0.16	/	/	/	5%	/	/
